Source: PubChem (National Center for Advancing Translational Sciences (NCATS))
BAZ2B block = inhibitors of human BAZ2B bromodomain; Q9UIF8; AlphaScreen BAZ2B-H3K14Ac peptide displacement; Potency, µM (doses to about 114 µM), without a hit: at the top dose activity change, negative = inhibition, hits mostly inhibitors; hit rate 4.4% among 360,000; also: % is scaled to controls: 0 for no effect and ±100 for the full control effect; nearly all actives have a fitted effect of over 60% in size
Target sequence (Q9UIF8 whole entry, looked up): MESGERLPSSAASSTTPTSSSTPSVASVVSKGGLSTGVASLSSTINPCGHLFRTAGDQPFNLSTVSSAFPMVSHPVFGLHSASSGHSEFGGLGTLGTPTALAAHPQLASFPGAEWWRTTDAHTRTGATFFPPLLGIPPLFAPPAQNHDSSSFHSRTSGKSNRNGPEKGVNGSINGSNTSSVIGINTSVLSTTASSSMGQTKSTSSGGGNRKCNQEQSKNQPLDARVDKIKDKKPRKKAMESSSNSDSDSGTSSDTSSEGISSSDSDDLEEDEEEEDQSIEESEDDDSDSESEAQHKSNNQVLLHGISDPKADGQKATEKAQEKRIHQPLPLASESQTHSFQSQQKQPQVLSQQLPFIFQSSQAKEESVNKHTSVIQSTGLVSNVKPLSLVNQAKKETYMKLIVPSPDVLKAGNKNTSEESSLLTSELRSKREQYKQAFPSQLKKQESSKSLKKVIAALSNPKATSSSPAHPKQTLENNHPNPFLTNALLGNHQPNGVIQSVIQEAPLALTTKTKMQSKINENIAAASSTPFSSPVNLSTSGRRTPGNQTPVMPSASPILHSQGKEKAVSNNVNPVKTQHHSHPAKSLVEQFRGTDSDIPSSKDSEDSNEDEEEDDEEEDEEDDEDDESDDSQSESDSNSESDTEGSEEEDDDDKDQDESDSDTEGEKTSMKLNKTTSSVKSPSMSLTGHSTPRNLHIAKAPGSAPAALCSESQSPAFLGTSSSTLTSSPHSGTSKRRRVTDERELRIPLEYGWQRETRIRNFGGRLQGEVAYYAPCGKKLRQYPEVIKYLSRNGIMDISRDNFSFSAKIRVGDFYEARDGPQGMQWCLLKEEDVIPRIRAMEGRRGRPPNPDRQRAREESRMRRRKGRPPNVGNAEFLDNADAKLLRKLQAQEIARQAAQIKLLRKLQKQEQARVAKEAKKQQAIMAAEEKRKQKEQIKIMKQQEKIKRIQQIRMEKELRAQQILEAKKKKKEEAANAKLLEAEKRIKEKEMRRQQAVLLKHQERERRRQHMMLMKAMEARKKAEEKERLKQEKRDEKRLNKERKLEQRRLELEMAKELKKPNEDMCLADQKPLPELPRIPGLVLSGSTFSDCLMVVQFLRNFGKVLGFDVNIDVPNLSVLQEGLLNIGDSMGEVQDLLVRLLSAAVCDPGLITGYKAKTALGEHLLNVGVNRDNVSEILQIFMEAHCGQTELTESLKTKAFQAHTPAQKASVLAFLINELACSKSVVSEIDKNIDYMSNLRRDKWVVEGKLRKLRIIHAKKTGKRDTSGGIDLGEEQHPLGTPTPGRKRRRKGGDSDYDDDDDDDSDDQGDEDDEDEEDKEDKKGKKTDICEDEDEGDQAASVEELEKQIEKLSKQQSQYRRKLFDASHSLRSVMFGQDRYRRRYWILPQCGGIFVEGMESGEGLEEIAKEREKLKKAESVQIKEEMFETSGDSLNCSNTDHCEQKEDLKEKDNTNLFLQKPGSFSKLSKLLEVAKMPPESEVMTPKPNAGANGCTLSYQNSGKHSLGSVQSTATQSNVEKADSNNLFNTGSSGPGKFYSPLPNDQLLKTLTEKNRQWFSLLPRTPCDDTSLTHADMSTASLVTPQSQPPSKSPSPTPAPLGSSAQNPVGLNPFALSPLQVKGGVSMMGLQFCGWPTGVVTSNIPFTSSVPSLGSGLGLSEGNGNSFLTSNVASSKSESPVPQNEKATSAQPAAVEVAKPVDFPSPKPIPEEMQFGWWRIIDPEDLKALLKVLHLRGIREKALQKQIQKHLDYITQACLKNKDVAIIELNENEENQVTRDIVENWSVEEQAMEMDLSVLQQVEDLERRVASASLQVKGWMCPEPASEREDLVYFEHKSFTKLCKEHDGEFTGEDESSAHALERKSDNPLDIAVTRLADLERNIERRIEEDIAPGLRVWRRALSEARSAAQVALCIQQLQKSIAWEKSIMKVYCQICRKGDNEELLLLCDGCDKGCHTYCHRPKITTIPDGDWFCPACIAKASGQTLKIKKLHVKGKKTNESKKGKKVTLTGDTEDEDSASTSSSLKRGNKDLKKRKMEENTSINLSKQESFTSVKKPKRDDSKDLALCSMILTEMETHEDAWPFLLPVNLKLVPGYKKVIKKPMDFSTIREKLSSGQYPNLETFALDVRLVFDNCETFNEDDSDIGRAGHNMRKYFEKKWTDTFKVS
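Compounds, titrated to a top concentration of 110 uM, were incubated 30 min at room temperature with preformed BAZ2B/acetyl-K14 H3 peptide complex (50 nM each). Proximity signal was measured by AlphaScreen after 20 min with beads.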
BLM helicase inh = Bloom syndrome helicase (human) inhibition; P54132; recombinant BLM DNA unwinding, fluorescence dequenching; Potency, µM (series often up to 56.1 µM), for the others: at the top dose activity change, negative = inhibition, actives largely listed as inhibitors; hit rate 0.2% among 350,000; AID 2528;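 also: plate controls were vehicle for no effect and no enzyme for full effect; nearly all actives have a fitted effect of over 35% in size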
POLI inh = blocks human DNA polymerase iota activity | Q9UNA4 | Pol iota fluorescent replication assay, 10 min | Potency, µM (highest dose often 115 µM), without a hit: at the highest dose activity, negative = inhibition, most hits filed as inhibitors | hit rate 1% among 390,000 | AID 588590
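Fluorescent replication assay read twice, at 0 min and 10 min after adding 50 nM (final) substrate. Enzyme (10 nM) and compounds were first incubated 15 min at room temperature; enzyme-free buffer wells were negative controls.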
G9a block = G9a (human) methyltransferase inhibition | hit rate 8.8% among 350,000 | G9a H3K9 monomethylation, AlphaScreen, 2 h | Q96KQ7 | Potency, µM (titrated, usually from 102 µM), for the others: top-dose activity, negative = inhibition, usual class: inhibitors | AID 504332; also: % is scaled to controls: 0 for no effect and ±100 for the full control effect; nearly all actives have a fitted effect of over 75% in size
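G9a (20 nM) was preincubated 15 min with compound, then reacted 2 h at room temperature with 500 nM biotin-H3K9 peptide and 20 µM SAM. Monomethyl-H3K9 detected by AlphaScreen using anti-H3K9me1 antibody.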
Pin1 inh = human Pin1 inhibition; Pin1 FP peptide displacement, HiFluor488, 10 min; hit rate 0.009% among 390,000; AID 504891; Potency, µM (series often up to 115 µM), without a hit: at the top dose activity, negative = inhibition, actives largely listed as inhibitors; Q13526; active = well fitted inhibition curve with a large enough effect in the polarisation, with a control signal flat, not every such curve was filed as active; inconclusive = small, poorly fitted or top-dose-only effect, or effect the other way, or a change in a side signal; inactive = no such curve, though single readings can be large or run the other way; the % refers to the polarisation; also: % is scaled to controls: 0 for no effect and ±100 for the full control effect
PGK inhibitor = blocks T. brucei phosphoglycerate kinase; P07378; hit rate 0.043% among 380,000; PGK/GAPDH coupled, Kinase-Glo luminescence, 60 min; Potency, µM (series often up to 57.5 µM), without a hit: at the highest dose activity change, negative = inhibition, actives largely listed as inhibitors; AID 602233; also: % is scaled to controls: 0 for no effect and ±100 for the full control effect; nearly all actives have a fitted effect of over 60% in size
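Recombinant glycosomal PGK reaction used 1,3-bisphosphoglycerate generated in-well by GAPDH (100nM final) in 100mM TEA pH 7.6, 5mM MgCl2, 0.01% Tween-20. After 60 minutes at room temperature, ATP was read by Kinase-Glo Plus luminescence end-point.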
HP1b chromo inh = blocks HP1-beta chromodomain binding to methylated histone tails | AlphaScreen HP1-beta / biotin-H3K9me3 peptide binding | hit rate 0.56% among 390,000 | AID 540317 | Potency, µM (highest dose often 114 µM), for inactives: at the top dose activity change, negative = inhibition, hits mostly inhibitors; also: nearly all actives have a fitted effect of over 70% in size; inactives centre near 23
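HP1-beta protein (50 nM final) preincubated 30 min at room temperature with biotinylated H3(1-18)K9me3 peptide (50 nM) in PBS pH 7.4, 0.01% Tween-20, then compound added for 30 min. AlphaScreen streptavidin donor/nickel chelate acceptor beads (10 ug/mL final), 30 min dark, luminescence read.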
GLS inhibitor = inhibitors of human glutaminase (GLS) | O94925 | GLS enzymatic activity, qHTS titration | Potency, µM (titrated, usually from 45.5 µM), without a hit: at the top dose activity change, negative = inhibition, usual class: inhibitors | hit rate 0.21% among 410,000 | AID 624170; also: % is scaled to controls: 0 for no effect and ±100 for the full control effect
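Coupled fluorescence readout: glutamate oxidase/HRP/Amplex Red detect glutamate formed by hKGA from L-glutamine (1 mM solution added). Buffer 45 mM KH2PO4 pH 8.2, 0.02% Tween-20; reads at t0 and 30 min RT.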
JMJD2A Tudor inh = blocks the human JMJD2A Tudor domain. O75164. AlphaScreen JMJD2A-Tudor / H3K4me3 peptide binding. Potency, µM (doses to about 114 µM), without a hit: top-dose activity change, negative = inhibition, usual class: inhibitors. hit rate 4.4% among 390,000. AID 504339; also: % is scaled to controls: 0 for no effect and ±100 for the full control effect; nearly all actives have a fitted effect of over 50% in size
Numbers without * were called inactive; i = inactive; u = inconclusive; x = no result given; & = joins results of further samples; [ ] = another dose, or the depositor's remark. Unless noted, calls follow the shape of the dose curve; as a rule, active = well fitted curve in the direction sought with a large enough effect; inconclusive = small, poorly fitted or top-dose-only effect, or another doubt; inactive = no such curve, though single readings can be large; an effect the other way counts as inactive or inconclusive. Potency is read from the fitted curve at half-maximal effect. The list is partial; count on the stated rates, not on these rows.

compound,BAZ2B block,POLI inh,PGK inhibitor,BLM helicase inh,G9a block,HP1b chromo inh,Pin1 inh,JMJD2A Tudor inh,GLS inhibitor
O=c1ccc(=O)n(CCc2ccccn2)[nH]1,x,-18%,i,x,x,31%[activator],-5%,-10%,-7%
Cc1c(NC(=O)c2nn3c(C(F)(F)F)cc(-c4ccccc4)nc3c2Br)c(=O)n(-c2ccccc2)n1C,2%,28%,i,-2%,u,15%,3%,-17%,6%
Cc1cccc(C)c1NC(=O)COC(=O)c1c(C)nn(-c2ccccc2)c1C,-3%,-4%,0%,x,11µM*,36%,-2%,2%,0%
COc1ccc(CCC(=O)NCCc2csc(-c3cccc(C)c3)n2)cc1,5%,13%,i,0%,0%[59 µM],23%[57 µM],-10%,-10%,0%
O=C(NCc1ccc(F)cc1)C(c1ccco1)N(C(=O)c1csnn1)c1ccccc1 (stereo not given),0%,23%,-9%,-2%,-2%,39%,0%,0%,0%
CC(=O)NC1(C2CCCCC2=O)CCCCC1 (stereo not given),6%,x,-3%,1%,-4%,45%[activator],-5%,-2%[57.1 µM],15%
O=C(CCS(=O)(=O)c1cccs1)Nc1ccc(C(=O)NC2CCN(Cc3ccccc3)CC2)cc1,-25%,10%,1%,-11%,-3%[59 µM],1%[57 µM],-3%,-26%,-9%
COc1ccc2ccccc2c1CN1CCN(C)CC1,-29%,20%,-2%,-2%,-30%[59 µM],25%,-2%,28%,9%
COc1cccc(C(=O)NCC(C)(C)SCc2ccc(F)cc2)c1,-7%,19%,-1%,-6%,3%,41%,-1%,5%,1%
C/C(=N\NC(=O)C(=O)Nc1cccc(C(F)(F)F)c1)c1ccc(Cl)s1,-7%,26%,-2%,-2%,-2%[59 µM],28%,-3%,-12%,4%
CCCCN(C)CCCNC(=O)CN1N=C(c2ccc(OC)cc2)CCC1=O,8%,8%,6%,1%,-9%[59 µM],30%,3%,-2%,5%
COc1ccc(N(C)C(=O)CCC(=O)Nc2ccc3nc(N4CCOCC4)cc(C)c3c2)c(OC)c1,-32%,2%,-4%,-7%,u,17%,5%,-7%,2%
Cc1cc(C)cc(NC(=O)Nc2ccc(Cl)cn2)c1,-1%,-8%,-9%,-10%,9%,40%[activator],-2%,-25%,-6%
Clc1ncc(CSc2ccccc2)s1,24%,72%[activator],1%,-7%,50%,51%[activator],-5%,42%[activator],7%
CC1(S(=O)(=O)O)CC(=O)c2ccccc2C1=O (stereo not given),-8%,6.3µM*,-1%,-3%,x,5%,-1%,-13%,-2%&-2%
O=C1CC[C@@H](CN(Cc2ccccc2)Cc2cn[nH]c2-c2cc3ccccc3o2)N1,u,129%[activator],-8%,-5%,0%[59 µM],7%,-2%,-21%,3%
COc1ccc(CC(=O)N/N=C(\C)c2ccc(Br)s2)cc1,x,0%[58.9 µM],3%,x,x,17%,-9%,3%,-7%
COc1cc(/C=C(/NC(=O)c2ccccc2)C(=O)Nc2ccccc2)c([N+](=O)[O-])cc1OC,1%[57.1 µM],9%,-10%,-4%,10%,4%,-7%,-34%,8%
COc1ccc(-n2nc(C#N)c(Cl)cc2=O)cc1,-3%,u,5%,-7%,u,29%,5%,-8%,4%
CCON1C(=O)CN(C(=O)OC)C1c1ccc(Cl)cc1Cl (stereo not given),0%,6%,16%,4%,-18%[59 µM],48%[activator],-1%,-10%[57.1 µM],-3%
Cc1nc(SCC(=O)NCc2ccco2)c2c3c(sc2n1)CCCC3,-39%,3%,-2%,-4%,-22%[59 µM],0%,7%,-20%,7%
Cc1cccc(N2CCN(CCNC(=O)C3COc4ccccc4C3)CC2)c1C (stereo not given),-31%,22%,1%,-1%,17%[59 µM],28%[57 µM],1%,-20%,0%
COc1ccc(OC)c2sc(NC(=O)c3ccc(S(=O)(=O)N4CCOCC4)cc3)nc12,5%,-1%,-7%,-8%,u,39%[activator],11%,-9%,-4%
CC(=O)Nc1ccc(NC(=O)Cn2cc3c(n2)CCCCC3)cc1,-35%,13%,i,-3%,16µM*,38%,-7%,-17%,4%
Nc1ccc2nn(-c3ccc(Cl)cc3)nc2c1,-1%,68%[activator],-4%,-13%,u,20%,-7%,9%,0%
CCN1CCN(C(=O)c2cccc(OC3CCN(S(=O)(=O)N(C)C)CC3)c2)CC1,-2%,27%,i,0%,11%,0%,-10%,-20%,0%
CCOC(=O)c1c(NC(=O)CSc2nc3ccccc3s2)sc(C)c1C,2%,-1%,-1%,-5%,-6%,57%[activator],43%[activator],-11%,13%
Cc1ccccc1CN1C(=O)c2ccccc2S(=O)(=O)c2ccc(C(=O)OCC3CCCO3)cc21 (stereo not given),-4%,17%,9%,-10%,-3%[59 µM],44%[activator],64%[activator],-23%,0%
CCCCCC(C)NC(=O)CN1C(=O)NC(C)(c2ccc3ccccc3c2)C1=O (stereo not given),u,0%,-1%,-7%,-3%,28%,-5%,-7%,1%
O=c1c2ccccc2nc(-c2ccco2)n1CCCn1ccnc1,u,35%[activator],i,4%,u,29%,1%,-10%,0%
CCOc1ccc(C(=O)Nc2ccc3nn(-c4ccc(OC)c(Cl)c4)nc3c2)cc1,2%,22%,8%,-1%,-2%[59 µM],24%,-3%,-17%,3%
COc1cccc(C(=O)NN2CC(O)=C(c3nc(C)cs3)C2=N)c1,-3%,10%,5%,-1%,-4%,38%,-7%,-1%[11.4 µM],5%
O=C(CCc1nc2ccccc2c(=O)[nH]1)OCC(=O)N1CCN(S(=O)(=O)c2ccccc2)CC1,u,-1%,-9%,0%,94%[activator][59 µM],61%[activator],8%,11%[11.4 µM],2%
CCCCOc1ccc(C(=O)NCC(=O)N2CCN(Cc3ccc4c(c3)OCO4)CC2)cc1,-3%,-15%,-3%,x,-41%,-11%,0%,-30%,-6%
COc1ccc(CN2CCC(C(=O)Nc3ccc(Oc4ccccc4)nc3)CC2)cc1F,-31%,2%,10%,1%,12%,20%,8%,-25%,6%
O=C(NCCCn1ccnc1)c1cccc(S(=O)(=O)Nc2ccc(F)cc2)c1,-1%,63%[activator],-6%,x,-5%,20%,-5%,-28%,8%
COc1ccc(C(=O)Oc2cc(C(=S)N3CCOCC3)ccc2OC)cc1,-25%,-9%,-9%,-2%,32µM*,-25%,-2%,u,-11%
Cc1cc(C(=O)Nc2ccc(S(=O)(=O)N3CCCC3)cc2)no1,-6%,129%[activator],-4%,-3%,9%,19%,0%,7%,-14%
N#CC1=C(SCC(=O)c2ccccc2)NC2=C(C(=O)CCC2)C1c1ccco1 (stereo not given),u,-2%,-4%,-19%,u,-2%,23%,u,26%
O=C(c1cc2cc([N+](=O)[O-])ccc2s1)N1CCCCC1,-26%,28%,0%,-7%,10%,22%,-5%,-2%,1%
CSc1ncnc2[nH]ncc12,x,36%[activator],-5%,x,x,-15%,2%,-14%,-9%
COC(=O)c1ccc(C2=NOC(C)(c3sc(-c4ccccc4)nc3C)C2)cc1 (stereo not given),0%,24%,-3%,-3%,-7%[12.7 µM],65%[activator],-2%,8%,-5%
Cc1cccc(-c2oc3ccccc3c2C#CCCCCO)c1,25%,u,-3%,-11%,x,91%[activator],u,33%,1%
COc1cccc(OC)c1C(=O)N=c1sc2cc(S(C)(=O)=O)ccc2n1C,-3%,6%,13%,-10%,-2%,45%[activator],-1%,-10%,-1%
Cc1cccc2cc(CN(CCCN(C)C)C(=S)NCCc3ccccc3)c(=O)[nH]c12,-2%,101%[activator],3%,-5%,-24%,2%,1%,-23%,-1%
CC12CCC(C(=O)N(CCC#N)CCC#N)(CC1=O)C2(C)C (stereo not given),8%,48%[activator],-10%,0%,-25%[12.7 µM],39%[activator],0%,-3%,3%
CCOC(=O)C1CCN(Cc2c(O)ccc3ccccc23)CC1,13%,-15%,-4%,-11%,3.5µM*,28%,1%,-4%,18%
OC1CN=C2C=CC=CN2C1 (stereo not given),-15%,10%,-10%,0%,0%[59 µM],29%,-14%,-14%,3%
CC(=O)Nc1nonc1NC(=O)COc1ccccc1,2%,-22%,i,-5%,-7%,-1%,-3%,-16%,12%
Cc1ccc(-n2nc(C(=O)N3CCN(c4cc(Cl)ccc4C)CC3)c(=O)n(C)c2=O)cc1,-1%,16%,-3%,-5%,-33%[59 µM],37%[57 µM],1%,u,-11%
O=C(NCCc1nc2ccccc2[nH]1)/C(=C/c1ccco1)NC(=O)c1ccco1,-22%,18%,-3%,-1%,u,13%,-3%,-8%,8%
CCOC(=O)c1c(NC(=O)CC)sc(C(C)=O)c1C,u,-17%,-8%,-3%,25µM*,-16%,0%,17%,-2%
O=C(NCCC1=CCCCC1)c1cnsn1,-1%,19%,7%,-2%,-4%[12.7 µM],42%[activator],-3%,15%,1%
CCN1CCN(Cc2c(O)c(Cl)cc3c(C)cc(=O)oc23)CC1,x,-3%,5%,1%,u,27%,-3%,-16%,41%[activator]

Another view of some results above.
| BAZ2B block | POLI inh | PGK inhibitor | BLM helicase inh | G9a block | HP1b chromo inh | Pin1 inh | JMJD2A Tudor inh | GLS inhibitor | molecule |
| --- | --- | --- | --- | --- | --- | --- | --- | --- | --- |
| -1% | 16% | -3% | -5% | -33%[59 µM] | 37%[57 µM] | 1% | u | -11% | Cc1ccc(-n2nc(C(=O)N3CCN(c4cc(Cl)ccc4C)CC3)c(=O)n(C)c2=O)cc1 |
| -22% | 18% | -3% | -1% | u | 13% | -3% | -8% | 8% | O=C(NCCc1nc2ccccc2[nH]1)/C(=C/c1ccco1)NC(=O)c1ccco1 |
| u | -17% | -8% | -3% | 25µM* | -16% | 0% | 17% | -2% | CCOC(=O)c1c(NC(=O)CC)sc(C(C)=O)c1C |
